UTI89 phage lysis – inhibition of K1F phage lysis, E. coli UTI89, bacterial capsule biogenesis inhibitors, alamar blue (AID 488966); E. coli UTI89 K1F phage lysis, alamar blue, 2 h; higher % means a stronger effect; one-dose inhibition, % at 100 µM; IC50 in µM for titrated hits; 340,000 tested, 0.02% active;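 active = phage lysis inhibition, versus mean bacterial control, above a set limit; inconclusive = no clear call, values can overlap the other calls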;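 also: capsule biogenesis inhibitors block K1F phage lysis so surviving cells raise fluorescence; higher fluorescence means more inhibition of phage lysis; actives were called in the ten point dose series up to 300 µM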
Active calls of the source: *; ? = inconclusive; [ ] = another dose, or the depositor's remark. This is a subset; rates above refer to the full screens.

No.	mol	UTI89 phage lysis
1	CNS(=O)(=O)c1cccc(C(=O)OCC(=O)c2ccc3c(c2)OCCO3)c1	1.4%[50 µM]
2	O=C(Nc1cccc2ccccc12)NC1CCCCC1	1.7%
3	Cc1cc(OC(=O)c2ccccc2Cl)c([N+](=O)[O-])c(=O)[nH]1	-0.3%
4	COc1ccc(Cl)cc1NC(=O)CN(C)C(=O)c1cccc(S(=O)(=O)N2CCN(C)CC2)c1	0.7%[50 µM]
5	CCn1c2ccccc2c2n[nH]c(=S)nc21	-0.1%
6	Oc1ccc(Br)cc1C1Nc2ccccc2S1 (stereo not given)	1.1%
7	COc1cccc(NC(=O)CCNS(=O)(=O)c2cccc3nonc23)c1	0.6%
8	O=C(c1cc(-c2ccccc2)nc2ccccc12)N1CCN(C2CCS(=O)(=O)C2)CC1 (stereo not given)	0.2%
9	O=C(NN=Cc1ccccc1O)C(O)c1ccccc1 (stereo not given)	-2.1%
10	O=C(NC1CC1)C1=C[C@H](c2coc3ccccc3c2=O)C[C@H](OCc2ccc(CO)cc2)O1	-0.9%
11	COc1cccc(C(=O)Nc2ccncc2)c1OC	-0.1%
12	COc1cccc(C(=O)OCc2cc(=O)oc3c(C)c(C)ccc23)c1OC	0.1%
13	Cc1cc(C)n2nc(C(=O)N3CCCC(Nc4ccc(F)c(F)c4)C3)cc2n1 (stereo not given)	1.5%
14	CCc1nnc(NC(=O)C2CCCN2C(=O)Nc2ccc(C)cc2)s1 (stereo not given)	0.2%
15	CCN(CC(=O)Nc1ccc(NC(C)=O)cc1)C(=O)CSC(=S)N1CCCC1	0.1%[50 µM]
16	Cc1ccccc1CN(C)C(C)C(=O)NCc1ccccc1 (stereo not given)	2.9%[50 µM]
17	Cc1ccc(NC2CCCN(C(=O)c3cccs3)C2)cc1C (stereo not given)	-1.4%
18	Cc1cc(NC(=O)CN(C)S(=O)(=O)c2cnc[nH]2)ccc1Br	0.3%
19	O=CC(O)C1OC(=O)C(O)C1O (stereo not given)	6.3%
20	COc1ccc(C(=O)C(C)OC(=O)c2sc(C)nc2C)cc1 (stereo not given)	0.0%[50 µM]
21	COc1cc(OC)cc(-c2c(-c3cccs3)c3cc(-c4cnc(N)nc4)ccc3n2C)c1	-1.2%
22	Cn1c(=O)n(C)c2cc(N3CCOCC3)c(NC(=O)c3ccc(F)cc3)cc21	0.4%
23	O=C(c1cccc(S(=O)(=O)N2CCCCC2)c1)N1CCN(Cc2ccccc2)CC1	-0.3%[50 µM]
24	COc1ccc(NC(=S)N(CCCOC(C)C)C2CCN(C(C)=O)CC2)cc1Cl	-0.4%
25	Cc1ccc(C(C)(O)CS(=O)(=O)Cc2ccccc2Cl)cc1 (stereo not given)	0.1%
26	Cn1c2ccccc2c(=O)c2ccc(C#CC3(N)CCCCC3)cc21	9.6%
27	CC(C)NS(=O)(=O)c1ccc(Br)c(C(=O)OC(C)C(=O)NC2CCCCC2C)c1 (stereo not given)	0.7%[50 µM]
28	COc1ccc(CCn2c(=N)c(S(=O)(=O)c3ccc(Cl)cc3)cc3c(=O)n4ccccc4nc32)cc1	0.1%
29	CCc1ccc(NC(=O)NNC(=O)c2ccc3ccccc3c2O)cc1	0.7%[50 µM]
30	Cc1ccc(S(=O)(=O)NCC2CCC(C(=O)N3CCOCC3)CC2)cc1 (stereo not given)	0.9%[50 µM]

Next section; it opens with the two that closed the last part.
No.	mol	UTI89 phage lysis
29	CCc1ccc(NC(=O)NNC(=O)c2ccc3ccccc3c2O)cc1	0.7%[50 µM]
30	Cc1ccc(S(=O)(=O)NCC2CCC(C(=O)N3CCOCC3)CC2)cc1 (stereo not given)	0.9%[50 µM]
31	COCCNc1cnn(-c2ccccc2)c(=O)c1Cl	-0.5%
32	Cc1cccc(C)c1NC(=O)CNC(=O)CN1C(=O)NC2(CCc3ccccc32)C1=O (stereo not given)	0.8%[50 µM]
33	Cc1c(C(=O)NCc2ccco2)oc2c(F)cccc12	1.1%[50 µM]
34	O=C(COC(=O)c1ccc2c(c1)OCO2)Nc1ccccc1OC(F)F	0.0%[50 µM]
35	COc1ccc(-c2nn(-c3ccccc3)cc2C(=O)NC2CC2)cc1	0.3%[50 µM]
36	CC(C)c1ccc(N(C(=O)c2csnn2)C(C(=O)NC2CCCC2)c2ccncc2)cc1 (stereo not given)	-0.1%
37	N/C(=N\OC(=O)c1ccccc1)C(C(=O)NOC(=O)c1ccccc1)C1CCCCC1 (stereo not given)	?
38	COc1ccc(NC(=O)COC(=O)Cn2cnc3ccccc3c2=O)c(OC)c1	0.8%[50 µM]
39	COc1ccc(CC(=O)OCC(=O)N2CCc3ccccc32)cc1OC	0.1%[50 µM]
40	O=Cc1ccc(O)cc1O	6.4%
41	CC(=O)N1c2ccc(S(=O)(=O)NCCc3ccc(S(N)(=O)=O)cc3)cc2CC1C (stereo not given)	0.0%
42	CC1(C)SC(C)(C)N(C=O)C1C(=O)O (stereo not given)	0.1%
43	Cc1ccc(CN(Cc2ccccn2)C(=O)Nc2c(F)cccc2F)cc1	0.0%
44	Cc1ccc(Cl)cc1N1CCN(C(=O)c2noc(C)c2[N+](=O)[O-])CC1	0.4%
45	Cc1ccc(-c2cn(-c3ccccc3)c(=S)[nH]2)cc1C	0.3%
46	CCCNC(=O)c1cc(Cl)c(NC(=O)C2=C(C)OCCS2)cc1OC	0.1%
47	Cc1ccc(NC(=O)C2CCN(S(=O)(=O)c3ccc(Cl)c(C(F)(F)F)c3)CC2)nc1	2.2%[50 µM]
48	O=[N+]([O-])c1cc(S(=O)(=O)N2CCOCC2)ccc1OCc1ccccc1C(F)(F)F	0.7%[50 µM]
49	O=C(NCCc1cccnc1)C1CCC(=O)N(Cc2ccc(Cl)cc2)C1 (stereo not given)	0.0%
50	CN(C(=O)CN1C(=O)S/C(=C\c2cccc(Cl)c2)C1=O)C1CCS(=O)(=O)C1 (stereo not given)	0.3%
51	Cc1ccccc1OCCC(=O)N(CC(C)C)c1c(N)n(Cc2ccccc2)c(=O)[nH]c1=O	0.0%[50 µM]
52	CC(=O)c1cccc(NC(=O)C(C)OC(=O)/C=C/c2cccs2)c1 (stereo not given)	2.0%[50 µM]
53	CCOC(=O)c1ccc(N2CCN(c3cc(C)ccc3C)CC2)c(N)c1	-0.1%
54	CCN(C[C@H]1N[C@@](C)(C(=O)OC)[C@H]2C(=O)N(C)C(=O)[C@@H]12)C(=O)COC	1.9%
55	Cc1ccccc1NC(=O)C(=O)NNC(=O)COc1ccc2ccccc2c1	0.0%
56	CC(=O)c1ccc(N=C2C(=O)Nc3ccccc32)cc1	1.3%
57	Cc1cccc(C(=O)NCCCNC(=O)c2cccnc2)c1	0.1%
58	Cc1ccn(CC(=O)N2CCCC(N3CCN(c4ccccc4F)CC3)C2)n1 (stereo not given)	0.3%
59	CC1CC(C)CN(CCCNC(=O)C2CCN(c3nnc(-n4cccc4)s3)CC2)C1 (stereo not given)	1.5%
60	CCN(CC)C(=O)C1CCN(S(=O)(=O)c2ccc3c(c2)CCCN3C(=O)C2CCC2)CC1	0.2%

Part of the list above, field by field:
53	CCOC(=O)c1ccc(N2CCN(c3cc(C)ccc3C)CC2)c(N)c1
  UTI89 phage lysis: -0.1%

40	O=Cc1ccc(O)cc1O
  UTI89 phage lysis: 6.4%

44	Cc1ccc(Cl)cc1N1CCN(C(=O)c2noc(C)c2[N+](=O)[O-])CC1
  UTI89 phage lysis: 0.4%

48	O=[N+]([O-])c1cc(S(=O)(=O)N2CCOCC2)ccc1OCc1ccccc1C(F)(F)F
  UTI89 phage lysis: 0.7%[50 µM]

Following part.
No.	mol	UTI89 phage lysis
61	O=S(=O)(NC1CCCCC1N1CCN(c2cccc(Cl)c2)CC1)c1ccccc1 (stereo not given)	2.4%
62	CCOC(=O)C1CCCN(C(=O)c2ccc3[nH]c4c(c3c2)CC(C)CC4)C1 (stereo not given)	0.2%[50 µM]
63	O=C(NCC1CCCO1)c1ccc([N+](=O)[O-])o1 (stereo not given)	-0.6%
64	O=C(CS(=O)(=O)c1ccccc1)c1cc2cc(F)ccc2oc1=O	-0.2%
65	O=C(NCc1ccccc1)c1ccc(S(=O)(=O)NCc2ccco2)cc1	-0.1%
66	Cc1cccc(NS(=O)(=O)c2cc3c(cc2C)n(C)c(=O)c(=O)n3C)c1	4.7%
67	O=C(COc1ccc(F)cc1Cl)Nc1cccc(S(=O)(=O)N2CCCC2)c1	-0.1%[50 µM]
68	COC(=O)c1ccccc1NC(=O)CCC(=O)N1CCSc2ccccc21	9.4%
69	Cc1c2cc[n+](CCN3CCCCC3)cc2c(C)c2c1[nH]c1ccc(O)cc12	?
70	CCCCNS(=O)(=O)CCNCc1ccco1	0.3%
71	COc1ccc(CN2CCCC(C(=O)c3ccc4c(c3)OCO4)C2)c(F)c1 (stereo not given)	0.2%
72	O=C(CN1C(=O)NC(c2ccccc2)(c2ccccc2)C1=O)N1CCCCC1	0.5%[50 µM]
73	Cc1ccc(NC(=O)CSc2nnc(C3CC3)n2CC2CCCO2)cc1C (stereo not given)	0.3%
74	COc1ccc(C2(C)NC(=O)N(CC3CCCCC3)C2=O)cc1 (stereo not given)	0.1%
75	COc1cc(C(=O)COC(=O)c2cnc(C)cn2)ccc1OC(F)F	2.2%[50 µM]
76	COC(=O)c1ccc(N2C(=O)C3C4C=CC(CC4)C3C2=O)cc1 (stereo not given)	0.2%
77	C(=NN=C1c2ccccc2-c2ccccc21)c1ccc2c(c1)OCO2	7.1%
78	CN(C(=O)CN1C(=O)NC2(CCc3ccccc32)C1=O)C1CCS(=O)(=O)C1 (stereo not given)	1.4%[50 µM]
79	CC1CCC(NC(=O)C(C)N2C(=O)C3CCCCC3C2=O)CC1 (stereo not given)	0.6%[50 µM]
80	CC(Oc1ccc2c(-c3ccccc3)cc(=O)oc2c1)C(=O)NCCCN1CCOCC1 (stereo not given)	0.1%
81	COc1cccc(NC(=O)c2ccc(S(=O)(=O)N3CCCC3)cc2)c1	0.4%
82	CCN(CC)S(=O)(=O)c1ccc(NC(=O)COc2cccc(-n3cnnn3)c2)cc1	-2.8%
83	O=C(O)c1ccccc1NC(=O)C1CCN(S(=O)(=O)c2cccc3nsnc23)CC1	0.2%
84	COc1ccc2sc(N(CCCN(C)C)C(=O)c3ccc(S(=O)(=O)N4CCCC4)cc3)nc2c1	1.0%[50 µM]
85	Cc1ccc(S(=O)(=O)NC(C)CCc2ccccc2)cc1C(N)=O (stereo not given)	0.1%
86	COc1ccc(/C=C/C(=O)NCCCN2CCCCCC2)cc1	0.1%
87	COc1ccc(NC(=O)Nc2cccc3c2O[C@H](CN(C)C(=O)Nc2ccc4c(c2)OCO4)[C@@H](C)CN([C@H](C)CO)C3=O)cc1	1.2%
88	CCN(CC)C(=O)[C@H]1C[C@H](CC(=O)NCCc2ccccn2)C(=O)N2CCc3c([nH]c4cc(-c5ccco5)ccc34)[C@]12C	-0.1%
89	COc1ccc(N2CCN(C(=O)CS(=O)Cc3nc(-c4ccc(OC)c(OC)c4)oc3C)CC2)cc1 (stereo not given)	0.2%
90	NCCc1ccn[nH]1	4.2%

(listing goes on)
No.	mol	UTI89 phage lysis
91	Cc1ccc(CNC(=O)c2cc(S(=O)(=O)N3CCCC3)cn2C)cc1	2.4%
92	CCOc1ccc(CO[C@@H]2O[C@H](CO)[C@@H](O)[C@H](O)[C@H]2NC(C)=O)cc1OC	-0.4%[50 µM]
93	Cc1nn(-c2ncccn2)c2c1C(=O)CC(C)(C)C2Br (stereo not given)	0.1%
94	O=C(CN1C(=O)NC2(CCCCCC2)C1=O)N1CCCCC1	1.7%[50 µM]
95	O=C(NCc1ccc2c(c1)OCO2)c1ccc(Br)cc1	0.7%
96	O=C(Nc1ccccc1Cl)NC1(C(=O)N2CCC(O)CC2)CCCCC1	0.2%
97	Cc1ccc(NC(=O)CSc2nc(C)c(C)c(C)n2)cc1S(=O)(=O)N1CCOCC1	6.5%
98	CC(=O)C1=C(O)C(=O)N(c2ccc(Br)cc2)C1c1cccc(F)c1 (stereo not given)	-0.1%
99	O=C(COC(=O)Cn1cnc2ccccc2c1=O)NCc1ccccc1	1.1%[50 µM]
100	Cc1cc(NC2CCCC2)n2ncc(-c3ccccc3)c2n1	1.2%[50 µM]
101	COc1cc(/C=C2/SC(=O)N(CC(=O)N3CCCC3)C2=O)ccc1Oc1ccc([N+](=O)[O-])cn1	1.3%[50 µM]
102	O=C(Cc1ccccn1)c1ccncc1	-4.0%
103	Cc1c(C(=O)Nc2ccc(S(=O)(=O)N(C)C3CCN(C)CC3)cc2)oc2ccccc12	0.3%[50 µM]
104	O=C(NCCc1cnc[nH]1)c1ccc(-c2ccccc2)cc1	0.1%
105	O=CN(CCNc1ccccc1)c1ccccc1	2.0%
106	CC(C)CN(C(=O)COC(=O)c1ccc(Cl)c(N)c1)c1c(N)n(Cc2ccccc2)c(=O)[nH]c1=O	0.1%[50 µM]
107	Cc1csc(=O)n1CC(=O)OC(C)C(=O)Nc1cccc(Cl)c1 (stereo not given)	0.8%[50 µM]
108	COc1ccccc1NC(=O)CSc1nnc(-c2ccco2)n1N	0.4%
109	CCOC(=O)N1CCN(C(=O)CCCn2nnnc2CN2CCC(C)CC2)CC1	-0.9%
110	COc1ccc(CNC(=O)c2ccc(CS(=O)(=O)c3ccccc3C)o2)cc1	0.1%
111	CC(C)C[C@H](NC(=O)N1CC(=O)Nc2ccccc21)C(=O)N[C@H](C(=O)O)c1ccccc1	4.7%
112	Cc1[nH]c2ccccc2c1CCNS(=O)(=O)c1ccc(S(N)(=O)=O)cc1	2.0%[50 µM]
113	CC1CCN(C(=O)CCCN2C(=O)c3cccnc3Oc3ccc(Cl)cc32)CC1	1.6%
114	CCc1ccc(C(=O)OCC(=O)NCCNC(=O)COC(=O)c2ccc(CC)cc2)cc1	0.4%[50 µM]
115	CCOc1ccccc1OCCCC(=O)N1CCN(S(=O)(=O)c2cc(F)ccc2F)CC1	-0.5%

High-throughput results (PubChem BioAssay)
